Bioassay records as filed in PubChem.
TWEAK Fn14 block – TWEAK-Fn14 signaling inhibition; TWEAK-stimulated Fn14 reporter cells, luciferase luminescence, 8 h; 360,000 compounds, 2% hits; AID 1159606; inhibition, % at 10 µM; in the data active means inhibition above about 50%
TRPM1 prom inh – MITF TRPM1 promoter inhibition in SK-MEL-5 cells | SK-MEL-5 TRPM1 promoter luciferase, 24 h | inhibition, % at 12.5 µM | 330,000 compounds, 0.83% hits;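 active means mean inhibition across replicates of 60% or more, whatever share of single replicates reaches that level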; further: values of inactives mirror those of a sister screen read the other way
HIF-2a block – HIF-2a inhibition. 360,000 compounds, 0.72% hits. inhibition, % at 18.8 µM. 786-0 RCC cells HIF-2a reporter, luciferase luminescence, overnight;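 active means inhibition of the luminescence signal of 40% or more relative to plate controls, in a single-dose primary screen at 18.75 µM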
Shn3 3UTR inh – Schnurri-3 reporter inhibition in Clone20 osteoblasts; Clone20 osteoblast Shn3 3'UTR firefly luciferase, 24 h; inhibition, % at 12.5 µM; 360,000 compounds, 0.52% hits; AID 588674;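 active means mean inhibition of at least 75% with every replicate also reaching 75%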;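 further: 0% = median of neutral control wells and 100% = pilot-screen positive control compound; some compounds past the cut are filed as inactive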
NR2E3 ag-1 – agonists of human NR2E3 nuclear receptor; Q9Y5X4; CHO-S Gal4-NCOR/VP16-NR2E3 two-hybrid, luciferase; inhibition of corepressor binding, % at 3.98 µM; 360,000 compounds, 0.35% hits; AID 602229;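 active means inhibition above the mean of all tested compounds plus 3 SD, cut at about 70% in these data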;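 further: 0% = DMSO with NR2E3 transfected cells and 100% = cells lacking NR2E3 construct; higher means lower luciferase signal from less NR2E3 corepressor binding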
Target sequence (Q9Y5X4 whole entry, looked up, the tested form may be a part): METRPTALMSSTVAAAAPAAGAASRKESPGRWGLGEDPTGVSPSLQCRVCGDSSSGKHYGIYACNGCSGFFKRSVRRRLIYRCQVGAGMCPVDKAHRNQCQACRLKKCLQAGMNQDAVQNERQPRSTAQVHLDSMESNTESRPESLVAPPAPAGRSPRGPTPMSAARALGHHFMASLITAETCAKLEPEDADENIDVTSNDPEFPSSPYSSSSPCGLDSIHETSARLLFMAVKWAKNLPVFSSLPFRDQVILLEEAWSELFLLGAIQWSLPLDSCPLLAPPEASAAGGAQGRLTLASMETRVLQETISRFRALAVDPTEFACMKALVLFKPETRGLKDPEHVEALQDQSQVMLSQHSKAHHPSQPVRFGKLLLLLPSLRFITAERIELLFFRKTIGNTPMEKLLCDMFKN
CF NFkB block – inhibitors of cystic fibrosis induced NF-kB; 360,000 compounds, 0.86% hits; KKLEB NF-kB-GFP reporter, PAF-induced, GFP fluorescence overnight; AID 588850; inhibition, % at 5 µM;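 active means at least 50% inhibition at 5 µM, scaled per plate between neutral and stimulator controls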;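 further: PAF is a Pseudomonas aeruginosa culture filtrate used as stimulus; plate controls were PAF-stimulated DMSO wells for no effect and unstimulated DMSO wells for full effect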
NR2E3 ag-2 – NR2E3 (human) agonism | 320,000 compounds, 0.12% hits | Q9Y5X4 | AID 2300 | inhibition of corepressor binding, % at 4.78 µM | GST-NR2E3/biotin-RetCOR TR-FRET, 1536-well;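 active means percent inhibition above the cutoff of mean plus 3 SD of all tested compounds, set per screening campaign, cut at about 20% in these data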;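 further: 0% = DMSO wells and 100% = biotin wells as full block of FRET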
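Assay system: NR2E3–RetCOR corepressor complex. Quantity: 1.35 nM GST-NR2E3. Buffer or medium: pH 7.5 Tris-based buffer. Reagent: biotinylated RetCOR corepressor at 7 nM final. Schedule: 5 h at 4 °C. Detection: TR-FRET, emission read at 617 and 671 nm. Replicates: one well per compound, singlicate testing.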
KKLEB tox – counter-screen for CF NF-kB inhibitors: cytotoxicity. KKLEB CF airway cells viability, ATPlite luminescence, overnight; active compounds read low; cells stimulated with P. aeruginosa culture filtrate. activity change (cytotoxicity), % at 5 µM. 360,000 compounds, 0.36% hits;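 active means corrected activity change at or below -50% at 5 µM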
aDG glyco up – alpha-DG glycosylation activation | 360,000 compounds, 0.22% hits | activation, % at 10 µM | AID 624168 | Pro5-aDG cells, alpha-DG glycosylation AlphaScreen (IIH6); 0% Pro5, 100% B10-LARGE cell signal;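 active means activation of at least 8% versus controls, or a plate z-score of at least 8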;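 further: Pro5 are CHO cells carrying HIG-tagged alpha-DG that lacks glycosylation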
Peg3 promoter – inhibitors of Peg3 promoter; HeLa PEG-Prom luciferase reporter, luminescence, overnight; inhibition, % at 20 µM; 360,000 compounds, 1.7% hits;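 active means inhibition of at least 50% at 20 µM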
hiPSC survival – enhancers of human iPSC single-cell survival | hiPSC single-cell survival, ATPlite luminescence; 100% = ROCK inhibitor wells, 0% = DMSO | 360,000 compounds, 0.044% hits | survival enhancement, % at 20 µM; in the data active means survival enhancement above about 18%;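 further: cells exposed to compounds for 16 hours before the ATP read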
* hit, by the source's call; · = no result given.

The line under a structure holds: TWEAK Fn14 block	TRPM1 prom inh	HIF-2a block	Shn3 3UTR inh	NR2E3 ag-1	CF NFkB block	NR2E3 ag-2	KKLEB tox	aDG glyco up	Peg3 promoter	hiPSC survival
O=C(O)CN1C(=O)c2cccc(Oc3ccc(Cl)cc3)c2C1=O
 : -10	-1	6	-3	2	-3	3	-17	0.0	7	2.5
CSc1nc2ccc(NC(=O)c3ccccn3)cc2s1
 : 72*	-1	-32	-17	-173	-4	4	-39	0.0	-91	-0.6
Cc1ccc(C2=[N+]([O-])C3(CCCCC3=O)N(O)C2(C)C)cc1 (centres undefined)
 : 1	7	44*	-8	8	7	-4	-11	0.3	3	-2.2
Cc1cccn2c(CNCC3(c4ccccc4)CCCC3)c(C(=O)N3CCOCC3)nc12
 : 18	-1	13	39	5	59*	4	-28	-0.7	47	0.1
Cc1noc(C)c1C(=O)N1CCN(c2cccc(Cl)c2)CC1
 : 8	-20	9	-16	0	1	1	2	0.2	1	-1.4
O=C(CCN=C1NS(=O)(=O)c2ccccc21)OCc1c(F)c(F)c(F)c(F)c1F
 : -2	15	3	1	-5	22	·	10	0.0	0	-0.4
O=[N+]([O-])c1ccc2nc(-c3ccc(Cl)cc3)[nH]c2c1
 : 17	-37	-290	9	-155	-44	-5	19	1.1	-277	-2.2
N#CCSc1nnc(C2CCCCC2)n1-c1ccccc1
 : -9	2	15	5	-3	5	0	-3	-0.3	6	0.1
O=C(O)COc1ccccc1/C=N/NC(=O)COc1ccc(-c2ccccc2)cc1
 : 2	-4	-19	6	-13	-3	0	4	0.0	-12	0.1
COc1ccc(OC)c(CN2CCC(CO)(CCOc3ccccc3)CC2)c1
 : 25	-2	9	-17	-8	-2	-1	-2	0.0	3	-0.6

Look-ups from the entries so far.
In KKLEB tox, `CSc1nc2ccc(NC(=O)c3ccccn3)cc2s1` has -39
In KKLEB tox, `N#CCSc1nnc(C2CCCCC2)n1-c1ccccc1` has -3

The list continues:
The line under a structure holds: TWEAK Fn14 block	TRPM1 prom inh	HIF-2a block	Shn3 3UTR inh	NR2E3 ag-1	CF NFkB block	NR2E3 ag-2	KKLEB tox	aDG glyco up	Peg3 promoter	hiPSC survival
Cc1cc(C)cc(C(=O)NC(CC(N)=O)c2ccc(NCCN3CCOCC3)c([N+](=O)[O-])c2)c1 (centres undefined)
 : -11	-1	7	-7	9	5	4	5	-0.3	-13	-2.7
Cc1cccc(N2CC(C(=O)Nc3nnc(SCCC4OCCO4)s3)CC2=O)c1 (centres undefined)
 : 11	9	8	3	-12	6	4	3	0.3	13	0.6
CSc1nc2nc(C)cc(-c3ccccc3)n2n1
 : 2	-21	16	3	15	9	-1	-4	0.0	7	0.2
O=C(NCc1ccccc1CN1CCCC1)c1cccc(S(=O)(=O)Nc2ccc(F)cc2)c1
 : 0	-28	0	24	0	2	0	11	2.0	-10	-0.3
CCn1c(CNc2ccc(Cl)cc2)nnc1SCC(=O)NCc1ccccc1
 : -4	20	7	3	-17	-11	1	15	-0.1	-8	2.5
Cc1ccc(NC(=O)NC(=O)CN2C(=O)NC3(CCCCCCC3)C2=O)c(C)c1
 : -15	-6	10	-52	-7	14	3	-7	-0.1	20	5.3
COc1cc(C2N(C)CCC3(OCCO3)C2(C)C)cc(OC)c1OC (centres undefined)
 : 4	-4	9	-22	-6	-2	0	14	0.1	0	-1.1
N#Cc1nc(COc2ccc(Br)cc2)oc1NCCN1CCOCC1
 : -15	-6	-5	8	-5	2	5	-11	0.8	17	1.7
CCN(CC1COc2ccccc2O1)C(=S)Nc1ccccc1 (centres undefined)
 : -11	11	-13	-1	5	13	2	-9	0.4	9	0.2
CCC(C(=O)Nc1ccon1)c1ccccc1 (centres undefined)
 : 3	2	9	-14	-21	6	2	-8	0.4	-1	0.6
CCCCn1c(N)c(N(CCOC)C(=O)Cn2c(=O)cnc3ccccc32)c(=O)[nH]c1=O
 : -11	0	7	8	-8	-17	2	9	0.1	5	0.1
CSc1ncccc1C(=O)OC(C)C(=O)Nc1cccc(S(=O)(=O)N2CCOCC2)c1 (centres undefined)
 : -16	1	15	7	-27	4	·	-13	0.0	7	1.9
CC(C)C(OC(=O)c1nsc(Cl)c1Cl)C(=O)NC(C)(C)C (centres undefined)
 : -7	0	7	-1	-2	-14	0	13	0.0	4	1.9
CCCN1CN(c2ccccc2)C(=S)N(c2ccccc2)C1
 : -12	1	-9	18	-17	1	-1	5	0.0	3	-0.3
c1ccc(-c2nnnc3ccccc23)cc1
 : -14	3	14	10	-12	9	0	-9	-0.1	-4	0.4
NC(=O)c1c(NC(=O)CN2C(=O)CCC2=O)sc2c1CCCCC2
 : 4	3	11	-1	-15	8	-1	-5	-0.2	0	-0.4
CC(CN1CCCC1)OC(=O)c1ccc(Cl)cc1 (centres undefined)
 : 14	9	13	-2	6	-5	-2	-14	0.1	-1	0.7
CCOc1ccccc1OCCCC(=O)N(C)CC(=O)Nc1cc(C)ccc1C
 : -6	9	14	-26	12	5	-4	6	0.2	17	-0.6
COc1cccc(NC(=O)c2cc(OC)c(OC)c(OC)c2Br)c1
 : 2	5	19	-7	-11	-7	2	7	0.3	7	-2.7
CC(=O)NC(Cc1ccccc1C)C(=O)NC1CCN(C(=O)c2cccc(C)c2)CC1 (centres undefined)
 : 3	·	2	3	2	3	0	0	-0.1	0	-0.1
Cc1ccc(-n2c(C)cc(C(=O)COc3c(CO)cc(F)cc3CO)c2C)cc1C
 : 10	8	-9	38	-19	14	1	-36	0.3	15	1.8
CN1CCc2c(sc(NC(=O)Cc3ccccc3)c2C(N)=O)C1
 : 6	·	-6	1	-44	-4	2	-6	1.8	8	1.6
Cc1noc(C)c1C(=O)NCCc1c(C)[nH]c2ccccc12
 : 21	12	14	1	-27	-7	1	8	0.1	4	0.1
O=C(CSc1nc2ccccc2c(=O)n1-c1ccc(Cl)c(Cl)c1)Nc1ccc2c(c1)CCC2
 : -48	·	4	20	1	-3	·	-14	-0.2	-13	-0.6
CCN1C(c2ccc(F)cc2)=CS/C1=C(/C#N)c1nnc2n1-c1ccccc1SC2
 : 7	·	8	5	8	3	·	6	-0.1	6	-2.1
COC(=O)c1ccc(C(=O)OC)c(NC(=S)N2CCCC2)c1
 : 7	14	3	3	-7	18	-1	-1	0.1	15	-0.2
CC(C)(C)NC(=O)CSc1nc2ccc(NC(=O)CSc3nnnn3Cc3ccccc3)cc2s1
 : 73*	46	-9	84	25	-1	1	-8	5.7*	10	-4.3
CCc1cc2c(=O)[nH]c(-c3ccccn3)nc2s1
 : 16	32	-76	54	-56	-27	-3	3	-0.7	96*	-2.5
Oc1c(C(c2cccc(F)c2)N2CCN(Cc3ccccc3)CC2)sc2ncnn12 (centres undefined)
 : 14	·	-15	-33	-4	4	1	12	-0.2	19	-3.5
CCCCNC(=O)CN1C(=O)NC2(CCCc3ccccc32)C1=O (centres undefined)
 : 0	9	19	-13	-2	3	-4	-6	0.1	6	0.0
CC1CCC(NC(=O)C2CCN(C(=O)Nc3ccccc3)CC2)CC1 (centres undefined)
 : 3	-14	-27	-12	-10	4	3	-14	-0.1	-14	-1.3
Cc1ccccc1NC(=O)N1CCN(c2ncccn2)CC1
 : 19	-3	1	1	8	-6	2	7	0.1	9	0.8
O=C1c2cc3c(cc2CCC1c1ccc2c(c1)OCO2)OCO3 (centres undefined)
 : -12	·	-193	-15	-90	-14	·	4	0.1	-312	-0.4
Cn1c(Cn2nnc3ccccc32)nnc1SCC(=O)c1ccc(F)cc1
 : 46	1	-8	0	0	-12	4	4	0.0	-6	4.1
COc1c(Cl)cnn(-c2ccc(Cl)c(Cl)c2)c1=O
 : 12	-9	-5	2	3	-7	-1	-11	0.2	47	0.1
Cc1cc(/C=C(\C#N)C(=O)OCC(=O)N(C)c2c(N)n(Cc3ccccc3)c(=O)[nH]c2=O)c(C)n1CC(C)C
 : 3	·	-3	-12	-17	15	·	-11	-0.5	-16	5.3
COc1ccc(NC(=O)CNC(=O)Cn2c(C)cc3ccccc3c2=O)cc1OC
 : 3	20	20	73	-6	15	-3	-2	0.1	20	-0.2
Cc1ccccc1-c1noc(N)c1C#N
 : 20	11	18	13	18	32	-1	9	0.7	-5	0.1
Cc1cccc(N2CCN(c3ccc(NC(=O)/C=C\C(=O)O)cc3)CC2)c1
 : -10	0	9	0	-14	0	7	15	0.2	16	-0.1
COc1c2c(c(CCC(=O)O)c3c1C=CC(C)(C)O3)OC(C)(C)C=C2
 : -15	4	1	0	-23	12	·	10	-0.1	13	-2.9
COC(=O)c1nc2ccc(C)cn2c1F
 : -17	-59	-126	-34	-37	-3	2	4	-0.1	-105	0.2
Cc1ccc(NC(=S)NCc2ccccn2)cc1
 : 2	-7	-112	-12	-2	-9	-3	7	0.1	-107	-3.3
N#C/C(=C(/O)c1cc2ccccc2o1)c1nc2ccccc2s1
 : -18	-31	-259	-51	-114	8	0	11	0.0	-229	2.8
COCc1nc2sc3c(c2c(=O)[nH]1)CCCC3
 : -15	-8	-41	-31	-12	10	6	-1	0.0	-72	1.1
Cc1cc(NC(=O)CSc2n[nH]c(-c3cccs3)n2)no1
 : 4	9	-6	-26	-39	1	4	0	0.1	-7	-2.4
CC(C)N(C(=O)Cc1ccccc1[N+](=O)[O-])C(C)C
 : -2	14	20	4	17	-2	1	-16	0.4	22	-0.5
O=C(NCCCNC1CCCCC1)c1ccc(/C=N/O)nc1
 : 3	1	4	5	-5	-1	1	5	0.7	-26	-0.6
CCOc1ccc(NC2=CC(=O)C(=O)c3ccccc32)cc1
 : -8	102*	-106	12	-42	80*	·	-13	6.8	-54	-1.8
CCOc1ccc(S(=O)(=O)N2CCC(C(=O)NCc3ccncc3)CC2)cc1
 : -2	6	16	20	2	7	1	-10	-0.1	9	2.4
CC(C)c1ccc(OCc2ccc(C(=O)N(C)C)o2)cc1
 : -21	-79	-254	-3	-154	-10	-1	-1	-0.1	-266	0.4

Additional compounds.
The line under a structure holds: TWEAK Fn14 block	TRPM1 prom inh	HIF-2a block	Shn3 3UTR inh	NR2E3 ag-1	CF NFkB block	NR2E3 ag-2	KKLEB tox	aDG glyco up	Peg3 promoter	hiPSC survival
CCCCc1nnc(NC(=O)CSc2nc(C)cc(=O)[nH]2)s1
 : -1	8	17	-5	9	5	7	6	-0.2	20	-1.3
COCCNC(=O)Cn1ncc2ccsc2c1=O
 : -1	·	7	2	14	-30	4	-8	-0.3	-6	-1.4
CCC(c1n[nH]c(=S)n1-c1ccccc1)N(C)C (centres undefined)
 : -2	-3	-23	2	-28	0	-2	-6	-0.3	-10	0.4
Cc1ccccc1C(=O)Nc1c(C(=O)N2CCCC2)cnn1-c1ccccc1
 : 10	-2	-6	13	6	3	2	8	-0.1	6	5.9

Records listed so far printed as active in aDG glyco up.
Compound	TWEAK Fn14 block	TRPM1 prom inh	HIF-2a block	Shn3 3UTR inh	NR2E3 ag-1	CF NFkB block	NR2E3 ag-2	aDG glyco up	Peg3 promoter
CC(C)(C)NC(=O)CSc1nc2ccc(NC(=O)CSc3nnnn3Cc3ccccc3)cc2s1	73*	46	-9	84	25	-1	1	5.7*	10

Rows are unselected; any-hit rate near 4.4%.
